NCI-60 one-dose screen, 48 h, at 10 µM unless noted. Numbers give growth in % (100 = growth as untreated, 0 = no growth, -100 = all killed).
COLO 205: COLO 205 colon cancer | 79,000 tested, 7.3% active | AID 1794742
NCI-H460: NCI-H460 lung cancer | 82,000 tested, 6.8% active | AID 1794736
NCI-H23: NCI-H23 lung cancer; 80,000 tested, 4% active; AID 1794731
HT29: HT29 colon cancer; 81,000 tested, 7.4% active
A498: A498 renal cancer cells; 76,000 tested, 5.4% active; AID 1794774
NCI-H322M: NCI-H322M lung cancer | 80,000 tested, 2.7% active | AID 1794733
NCI-H226: NCI-H226 lung cancer | 79,000 tested, 3.5% active
NCI-H522: NCI-H522 lung cancer; AID 1794739; 78,000 tested, 8% active
RXF 393: RXF 393 renal cancer cells; 77,000 tested, 6.9% active; AID 1794773
The depositor's hits bear a star; · = not tested or not shown; [ ] = dose if it differs, or a comment. Rule for the calls: active = growth percent below 10; inactive = the rest.

SMILES	COLO 205	NCI-H460	NCI-H23	HT29	A498	NCI-H322M	NCI-H226	NCI-H522	RXF 393
Nc1c(C(=O)N2c3ccccc3Sc3ccccc32)sc2nc3c(cc12)CCCCCC3	102	77	91	83	94	98	74	81	95
CC(=O)C1CCC2C(CCC3=CC(=O)CCC32)C1 (stereo unspecified)	116	104	97	95	101	106	97	96	94
Cc1cc(C(=O)CC(=O)C(F)(F)C(F)(F)C(F)(F)F)c(C)o1	·	92	105	114	115	98	109	113	116
CCCCCS(=O)(=O)Nc1ccc(C(=O)O)cc1	104	104	102	97	104	97	99	75	114
CCCCNC(=O)c1ccc(OCC)cc1	106	103	101	107	94	102	96	96	109
CN(Cc1cc(Cl)cc(Cl)c1O)Cc1cc(Cl)cc(Cl)c1O	100	46	77	94	90	55	72	72	82
O=C1CCCCC1c1ccccc1 (stereo unspecified)	106	111	97	99	111	114	88	79	106
COc1ccc(/C=C2\C(=O)N(c3nc(-c4c(O)cc(C)oc4=O)cs3)N=C2C)cc1	115	104	107	101	93	·	100	105	110
O=C(Nc1cc(F)ccc1C1=NCC(CO)O1)c1ccccc1 (stereo unspecified)	110	108	95	83	88	100	96	81	116
Cc1cc(-c2ccccc2)nc2ccccc12	97	103	90	113	106	103	90	90	95
COc1ccccc1N(C(C)=O)C1=C(Cl)C(=O)c2ccccc2C1=O	-12*	4.8*	-12*	7.0*	36	38	24	-78*	-29*
Nc1ccc2oc(-c3ccc(F)cc3Cl)nc2c1	131	110	106	104	95	107	106	96	·
O=C1Nc2cc(Cl)ccc2/C1=C\c1c(-c2ccc(F)cc2)nc2ccccn12	-33*	0.0*	-20*	4.4*	-17*	40	7.1*	-51*	-24*
C[C@H](C#Cc1ccc(Cc2ccc(F)cc2)s1)N(O)C(N)=O	113	100	96	98	75	84	76	93	79
CCOC(=O)CSCC(=O)OCC	124	110	103	109	95	99	90	93	120
Cc1ccc(NC(=S)NC(=O)c2ccccc2)cc1	97	98	90	97	57	92	115	95	92
Cc1ccc(NC(=O)c2sc3nc(-c4cccs4)ccc3c2N)cc1C	112	99	112	95	88	124	108	101	123
Cc1nnc(Cc2ccccc2)c2n[nH]c(C)c12	108	105	101	97	96	103	85	97	102
S=C1CC(=S)c2cc(Cl)ccc2N1	112	108	84	113	105	84	87	90	130
Cc1c(NC(=O)CCl)c(=O)n(-c2ccccc2)n1C	113	107	101	108	104	109	109	96	121
C#C[C@]1(O)CC[C@H]2[C@@H]3CC=C4c5sc(-c6ccc(O)c(O)c6)nc5CC[C@]4(C)[C@H]3CC[C@@]21C	-80*	-78*	·	-80*	-89*	-80*	-65*	-77*	-90*
O=C(O)C1Cc2c([nH]c3ccccc23)C(c2ccc(Cl)cc2Cl)N1 (stereo unspecified)	110	100	101	101	106	93	102	116	72
COc1ccc(/C=C/C(=O)c2ccccc2)cc1Br	107	106	101	105	101	108	101	·	107
COc1ccc(C2CC(=O)Nc3c(-c4cccc(F)c4)nsc32)cc1 (stereo unspecified)	108	102	100	97	80	98	91	86	101
O=c1[nH]c(=S)[nH]c2nc(/C=C/c3ccccc3)c(/C=C/c3ccccc3)nc12	97	100	103	107	120	103	86	94	99
N#Cc1c(-c2ccccc2)nc2c(c(-c3ccc(Cl)cc3)nn2-c2ccccc2)c1-c1ccc(O)cc1	112	106	105	110	104	100	98	102	109
Cc1cc(C)c(C(=O)c2ccccc2Br)c(C)c1	116	107	93	87	115	98	94	90	107
COc1ccc(Nc2nc(SCC(C)C)nc(-c3ccc(F)cc3)c2C#N)cc1	72	52	79	24	31	97	75	35	74
C=CCn1c(C)nc2cc(Nc3nc(N4CCCC4)nc4nc[nH]c34)ccc21	73	0.4*	52	12	1.4*	51	59	56	54
C=C1N(C)c2ccccc2C1(C)C	87	65	38	72	86	79	64	49	·
O=C(COc1ccc(NC(=O)Nc2ccc(Cl)c(Cl)c2)cc1)N=Nc1c(O)[nH]c2ccccc12	-42*	-63*	-44*	-46*	-54*	28	-35*	-43*	-53*
COc1ccc(C2=C3C(=O)N(Cc4ccccc4)c4ccccc4C3c3c(C)nn(-c4ccccc4)c3N2)cc1 (stereo unspecified)	114	103	105	101	79	88	88	108	86
O=c1c2ccccc2c2ccccc2c(=O)n1-c1ccc(NC(=S)Nc2ccccc2)cc1	108	111	105	104	86	105	101	93	133
CCOC(=O)/C(=C\c1cccc(Br)c1)C(C)=O	124	104	113	105	101	104	94	130	·
CCOC(=O)CN(c1sc(C)c(C)c1C(=O)OCC)S(=O)(=O)c1ccc(C)cc1	108	98	94	111	106	·	77	108	92
O=C(O)CONC(=O)c1ccccc1	101	109	98	101	·	100	96	107	99
COc1cccc(C(Cc2ccccc2)NCc2ccccc2)c1O (stereo unspecified)	81	99	79	56	122	91	96	68	105
Cc1ccc(NC(=O)CSc2nnc3n(Cc4ccccc4)c(=O)c4c(C)c(C(N)=O)sc4n23)cc1	·	-41*	78	35	6.1*	46	29	32	80
Cn1cc(-c2nnc(N)nc2-c2c[nH]c3ccc(F)cc23)c2cc(Br)ccc21	9.2*	14	26	3.2*	3.1*	42	27	-0.6*	-13*
CCCCc1nnc(NS(=O)(=O)c2ccc(C)cc2)s1	112	110	97	107	86	99	98	91	117
C#Cc1cccc(NC(=O)c2ccc(NC(=O)CCl)cc2)c1	-67*[8.25 µM]	-25*[8.25 µM]	-55*[8.25 µM]	34[8.25 µM]	65[8.25 µM]	87[8.25 µM]	8.5*[8.25 µM]	-52*[8.25 µM]	48[8.25 µM]
CC1(C)CC[C@]2(C(=O)N3CCOCC3)CC[C@]3(C)C(=CC[C@@H]4[C@@]5(C)CC[C@H](NCO)C(C)(C)[C@@H]5CC[C@]43C)[C@H]2C1	-73*	-93*	-88*	-61*	-91*	-98*	-88*	-80*	-95*
O=C1NCCc2c1noc2-c1ccccc1	103	107	99	91	105	101	104	·	105
O=c1[nH]cnc2c1ncn2Cc1ccc([N+](=O)[O-])cc1	130	116	110	99	115	101	99	99	107
CCCCCCCC(=O)Oc1ccc2c(c1)OCO2	106	110	94	96	84	98	101	86	102

Structures above that have a cyano group:
SMILES	COLO 205	NCI-H460	NCI-H23	HT29	A498	NCI-H322M	NCI-H226	NCI-H522	RXF 393
N#Cc1c(-c2ccccc2)nc2c(c(-c3ccc(Cl)cc3)nn2-c2ccccc2)c1-c1ccc(O)cc1	112	106	105	110	104	100	98	102	109
COc1ccc(Nc2nc(SCC(C)C)nc(-c3ccc(F)cc3)c2C#N)cc1	72	52	79	24	31	97	75	35	74

New compounds follow:
SMILES	COLO 205	NCI-H460	NCI-H23	HT29	A498	NCI-H322M	NCI-H226	NCI-H522	RXF 393
C#CCN(Cc1ccccc1OC)Cc1ccccc1Sc1ccccc1	111	100	91	80	99	99	96	·	107
COc1ccc(-c2cn[nH]c2-c2ccc(OC)cc2O)cc1	112	102	100	107	64	105	101	101	100
O=C(O)Cn1c(=S)sc2ccccc21	111	106	100	82	92	88	108	79	116
COc1ccc(/C=N/Nc2cc(=O)[nH]c3ccc(C)cc23)cc1	106	103	70	95	88	87	81	75	95
O=c1c2cc(F)ccc2sc2c(NCCN3CCCCC3)nc3ccccc3c12	48	18	66	11	62	71	77	34	40
Cn1c2ccc(Br)cc2c2c3c(c4c5cc(F)ccc5oc4c21)C(=O)NC3=O	107	92	95	107	102	91	88	92	103
COC(=O)c1nc(=S)[nH]c(C(=O)OC)c1C(=O)c1ccc2ccccc2c1	97	111	98	112	119	98	87	102	100
Cc1c(C(=O)NCCc2ccc(N3CCCCC3)cc2)[nH]c2ccc(Cl)cc2c1=O	99	85	63	89	103	90	66	58	93
C=CCNCCCN1C(=O)c2ccc3c4c(ccc(c24)C1=O)C(=O)N(CCCNCC=C)C3=O	-87*	-57*	-56*	-17*	-71*	-48*	-31*	-77*	-94*
CCCCCCCCCCCC(=O)Nc1ncnc2nc[nH]c12	107	100	105	100	87	100	100	100	117
CC1=C2C(=C[C@@](C)(CO)[C@@H]2OC(=O)N(C)CCN(C)C(=O)OC(C)(C)C)C(=O)[C@](C)(O)C12CC2	40	3.8*	12	6.3*	97	60	106	58	-57*
Nc1cc2c(cc1S(=O)(=O)O)C(=O)c1ccccc1C2=O	109	111	98	103	119	101	106	98	114
CN1CCCC(c2ccccc2)C1c1ccccc1 (stereo unspecified)	116	109	108	81	109	102	107	67	118
O=C1CCCC/C1=C\c1c(-c2ccc(Cl)cc2)nn(-c2ccccc2)c1C(F)(F)F	112	97	92	94	79	105	106	96	91
CCn1cc(C(=O)O)c(=O)c2cc(F)c(N3CCN(CCC(=O)Nc4ccc(/C(C)=N/O)cc4)CC3)cc21	100	104	93	103	99	94	94	88	94
CCc1cc2n(n1)-c1ncc(C(F)(F)F)cc1Oc1ccccc1-2	110	102	96	94	92	104	88	91	102
O=C(NCCCCNC(=O)OCc1ccc2c(Cl)cc(Cl)c(O)c2n1)OCc1ccc2c(Cl)cc(Cl)c(O)c2n1	96	2.8*	25	103	-1.8*	34	8.3*	-2.9*	27
COc1cc(/C=C/c2cc(/C=C/c3ccc(O)c(OC)c3)n(C(=O)c3ccccc3Br)n2)ccc1O	24	9.2*	18	0.4*	56	39	38	4.2*	-3.8*
COc1ccc(CNCCCNCc2ccc(OC)c(OC)c2)cc1OC	109	104	96	102	·	109	97	118	105
NCCOc1ncccc1/C=C1\c2ccccc2-c2ccc(F)cc21	-30*	-33*	-7.0*	13	19	48	·	38	25
N#C/C(=C\c1ccc(-c2cc(Cl)ccc2Cl)o1)c1ccc(F)cc1	103	92	87	93	98	87	89	97	110
CCCCN1CCC(=O)NC1=O	117	118	95	112	·	126	92	137	108
C#CCn1cc(C(=O)c2cc(C)c(C)cc2O)cc(-c2ccc(OC)cc2)c1=O	112	101	94	115	·	99	91	93	85
CC(C)OCCCNc1nc2c(cnn2C)c(=O)[nH]1	99	97	95	107	63	101	98	·	120
O=C(N/N=C/c1ccc([N+](=O)[O-])s1)c1[nH]c2ccc(Br)cc2c1-c1ccccc1	-56*	-26*	·	-22*	·	55	24	-44*	39
CCCS(=O)(=O)Oc1ccc(-c2ccc3occc3c2)cc1	108	103	93	92	99	·	89	87	101
c1ccc(NN(Cc2ccccn2)c2ccccc2)cc1	109	108	101	103	88	105	97	94	103
COc1ccc2c(c1)oc1c(C)c3c(c(C)c12)C(=O)N(CCOS(C)(=O)=O)C3=O	107	94	94	101	129	97	106	88	116
COc1cc2nc(N3CCN(C)CC3)nc(Nc3cc(C)[nH]n3)c2cc1OC	100	103	113	103	86	107	100	103	·
O=C(CCCCCCNC(=O)c1csc(Br)n1)NO	21	35	48	17	-4.0*	62	79	16	3.4*
Clc1ccc(-c2nn(-c3ccccc3)c3nccc(-c4ccccc4)c23)cc1	110	102	101	87	85	99	99	88	105

Grouped by structure, those above with fluorine
SMILES	COLO 205	NCI-H460	NCI-H23	HT29	A498	NCI-H322M	NCI-H226	NCI-H522	RXF 393
Cc1cc(C(=O)CC(=O)C(F)(F)C(F)(F)C(F)(F)F)c(C)o1	·	92	105	114	115	98	109	113	116
O=C(Nc1cc(F)ccc1C1=NCC(CO)O1)c1ccccc1 (stereo unspecified)	110	108	95	83	88	100	96	81	116
Nc1ccc2oc(-c3ccc(F)cc3Cl)nc2c1	131	110	106	104	95	107	106	96	·
O=C1Nc2cc(Cl)ccc2/C1=C\c1c(-c2ccc(F)cc2)nc2ccccn12	-33*	0.0*	-20*	4.4*	-17*	40	7.1*	-51*	-24*
C[C@H](C#Cc1ccc(Cc2ccc(F)cc2)s1)N(O)C(N)=O	113	100	96	98	75	84	76	93	79
COc1ccc(C2CC(=O)Nc3c(-c4cccc(F)c4)nsc32)cc1 (stereo unspecified)	108	102	100	97	80	98	91	86	101
COc1ccc(Nc2nc(SCC(C)C)nc(-c3ccc(F)cc3)c2C#N)cc1	72	52	79	24	31	97	75	35	74
Cn1cc(-c2nnc(N)nc2-c2c[nH]c3ccc(F)cc23)c2cc(Br)ccc21	9.2*	14	26	3.2*	3.1*	42	27	-0.6*	-13*
O=c1c2cc(F)ccc2sc2c(NCCN3CCCCC3)nc3ccccc3c12	48	18	66	11	62	71	77	34	40
Cn1c2ccc(Br)cc2c2c3c(c4c5cc(F)ccc5oc4c21)C(=O)NC3=O	107	92	95	107	102	91	88	92	103
O=C1CCCC/C1=C\c1c(-c2ccc(Cl)cc2)nn(-c2ccccc2)c1C(F)(F)F	112	97	92	94	79	105	106	96	91
CCn1cc(C(=O)O)c(=O)c2cc(F)c(N3CCN(CCC(=O)Nc4ccc(/C(C)=N/O)cc4)CC3)cc21	100	104	93	103	99	94	94	88	94
CCc1cc2n(n1)-c1ncc(C(F)(F)F)cc1Oc1ccccc1-2	110	102	96	94	92	104	88	91	102
NCCOc1ncccc1/C=C1\c2ccccc2-c2ccc(F)cc21	-30*	-33*	-7.0*	13	19	48	·	38	25
N#C/C(=C\c1ccc(-c2cc(Cl)ccc2Cl)o1)c1ccc(F)cc1	103	92	87	93	98	87	89	97	110

High-throughput results: PubChem BioAssay, NCI
